Source: PubChem
Autophagy HCS: modulators of autophagy; calls only at 10 µM (by protocol); AID 463193; hit rate 0.98% among 190,000; MEF GFP-LC3 puncta imaging; test concentration mostly 10 µM;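 active = percentage of spot-positive cells more than 3 SD above its plate mean, without a fluorescence outlier flag or 80% toxicity; inconclusive = no clear call, values can overlap the other calls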;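 also: spot-positive cell cutoff set from DMSO-treated cells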
Ins promoter up: MIN6 insulin promoter up-regulation | z-score at 5 µM | hit rate 0.3% among 190,000 | MIN6 insulin promoter-GFP reporter, high-content imaging; active compounds read high | AID 1625;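 active = z-score above 3 at 5 µM with at least 500 cells counted in the well; inconclusive = wells under 500 cells, flagged as cytotoxic or low count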
Yfh1-off respiration: enhancers of respiration in Yfh1-depleted yeast, dose response, Friedreich's ataxia, plus single-dose screen (AID 1465); S. cerevisiae Yfh1-off respiration, WST-1 reduction, 72 h; higher fold induction means a stronger effect; one-dose fold induction at 50 µM; EC50 in µM for titrated hits; hit rate 0.074% among 220,000;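 active = fold induction of absorbance versus untreated yeast above a set limit, then at least 30% activation at any dose in follow-up; inconclusive = repeats straddling the limit, or above it without dose testing; inactive = fold induction below the set limit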;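 also: activators that raise dye reduction in frataxin-depleted yeast; strong numbers were not always called active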
WT yeast gro inh: growth inhibition of WT yeast, mitochondrial fusion screen; mitochondrial fusion phenotypic screen, WT strain; inhibition, % at 10 µM; hit rate 2.1% among 190,000; in the data active = inhibition above about 58%; tested in S. cerevisiae
human PMI inhibitors: human PMI inhibitors, high substrate, primary screen, biochemical, fluorescence intensity, high mannose 6-phosphate (AID 1220) | hit rate 0.66% among 190,000 | recombinant PMI enzyme, coupled fluorescence intensity; higher % means a stronger effect | inhibition, % at 20 µM; hits with a dose series show IC50 in µM
Dynein cargo inh: dynein cargo transport inhibition; z-score, hits read low; AID 1381; 3617.4 mouse cells, GR-EGFP nuclear translocation imaging; test concentration mostly 20 µM; stimulated with dexamethasone, 1 µM; active compounds read low; hit rate 0.47% among 220,000;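 active = plate z-score of nuclear minus cytoplasmic receptor signal below a set negative limit, without overly bright fluorescence or cell loss, cut at about -3.5 in these data, passing the limit was not always enough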;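 also: z-score of nuclear minus cytoplasmic ring GR-EGFP intensity difference per well; some compounds called inactive have numbers as strong as hits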
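Buffer or medium: Induction medium lacking tetracycline, stripped serum | Also added: Dexamethasone agonist, 1.0 µM final, for 30 min | Timing: 48 h induction, 1 h compound, 30 min dex at 37 °C | Detection: Formaldehyde fixation, Hoechst nuclear stain, 10x automated fluorescence imaging | Measure: Nuclear versus cytoplasmic GR-EGFP signal, averaged per well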
PMI inhibitors: inhibitors of human PMI, primary screen, biochemical, fluorescence intensity, coupled assay (AID 1209). purified PMI enzyme, coupled fluorescence intensity; higher % means a stronger effect. one-dose inhibition, % at 20 µM; IC50 in µM for titrated hits. hit rate 0.42% among 190,000;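 also: plate controls were DMSO vehicle for no effect and wells lacking substrate for full effect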
MT stabilizer: microtubule stabilization, imaging screen; HeLa tubulin immunostaining HCS, 24 h; share of cells brighter than vehicle mean+2SD; hit rate 0.83% among 200,000; AID 2205; % tubulin-high responders, % at 10 µM;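 active = plate Z-score above 3 for both tubulin-high and condensed-nucleus cell shares, with cell loss under 80%, at 10 µM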;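 also: anti alpha tubulin signal scored within the nucleus-defined area of each cell; some results filed as inactive read as strong as hits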
b-catenin transl: modulators of beta-catenin nuclear translocation. nuclear translocation activity, % at 5 µM. HeLa beta-catenin nuclear translocation, immunofluorescence imaging. hit rate 0.3% among 190,000. AID 1665;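 active = nuclear translocation activity above 50% at 5 µM, with a well cell count of 50 or more; inconclusive = wells under 50 cells across six images, flagged as toxic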;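 also: per-cell ratio of nuclear to cytoplasmic median beta-catenin stain intensity; plate controls were DMSO negative control for no effect and GSK-3 inhibitor IX positive control for full effect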
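Read-out: Nuclear/cytoplasmic beta-catenin signal ratio, % activation | Assay system: Human HeLa cell line | Times: 24 h compound exposure at 37°C, 5% CO2 | Signal: Fluorescence imaging of beta-catenin antibody stain plus DAPI | Dosing: 5 µM primary, 0.02–20 µM confirmation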
WT yeast gro inh mutant strain: recorded beside WT yeast gro inh, whose call it bears; inhibition, %; mitochondrial fusion phenotypic screen, mutant strain inhibition
Dynein cargo inh cytoplasmic EGFP: also measured in Dynein cargo inh; calls as there; z-score; measured here: cytoplasmic GR-EGFP intensity; active compounds read high
Dynein cargo inh nuclear GR-EGFP: recorded beside Dynein cargo inh, whose call it bears; z-score; measured here: nuclear GR-EGFP intensity;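 lower value marks the stronger effect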
Dynein cargo inh cell count: further read-out of Dynein cargo inh, marked with its call; z-score; measured here: cell count per field
Ins promoter up cell count: recorded beside Ins promoter up, whose call it bears; cell count; measured here: cytotoxicity, nuclei count;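 total cells summed across four imaged fields per well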
b-catenin transl cell count 5 µM: also measured in b-catenin transl; calls as there; cell count; measured here: cell count, cytotoxicity flag
MT stabilizer Hoechst-high %: further read-out of MT stabilizer, marked with its call; % Hoechst-high responders; measured here: nuclear condensation Hoechst responders;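 share of cells brighter than vehicle mean plus two SD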
MT stabilizer cytotoxicity %: second read-out of MT stabilizer, no call of its own (marks repeat the call); toxicity, %; measured here: cytotoxicity by cell density;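 0% = mean cell density of plate MIN control wells and 100% = no cells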
Autophagy HCS cell loss 18 h: second read-out of Autophagy HCS, no call of its own (marks repeat the call); toxicity, %; measured here: cell loss, nuclei count;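 cell loss after 18 h compound exposure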
Active calls of the source: *; i = inactive; ? = inconclusive; . = not tested or not shown; + = active, no number. Rule as the data show it, unless noted: active = inhibition above about 50%; inactive = the rest. Not a hit list; overall some 5% were active at least once.

compound	Autophagy HCS	Autophagy HCS cell loss 18 h	Ins promoter up	Ins promoter up cell count	Yfh1-off respiration	WT yeast gro inh	WT yeast gro inh mutant strain	human PMI inhibitors	Dynein cargo inh	Dynein cargo inh cytoplasmic EGFP	Dynein cargo inh nuclear GR-EGFP	Dynein cargo inh cell count	PMI inhibitors	MT stabilizer	MT stabilizer Hoechst-high %	MT stabilizer cytotoxicity %	b-catenin transl	b-catenin transl cell count 5 µM
O=C(Nc1cccc(-c2nc3ccccc3c(=O)o2)c1)c1ccccc1	i	2	0.31	1263	i	-11	5	-18%	-0.21	-0.22	0.051	0.39	-19%	4.1	3.2	5.3	0.7	1111
CC(=O)Nc1cccc(NC(=O)c2cc(Cl)ccc2Cl)c1	i	9	.	.	i	-6	-6	5%	-0.2	-0.26	0.025	-0.2	-3%	2.6	1.7	6.4	-0.3	610
O=C(OCc1cc(Cl)ccc1OC(F)F)c1cccnc1	i	1	-0.12	1482	i	5	12	11%	-0.43	-0.36	-0.5	0.46	-11%	4.9	0.8	4.8	0.9	1094
Cc1cc2c(ncn2C)c(NS(=O)(=O)c2cc(Cl)ccc2Cl)c1C	i	3	0.62	1784	i	-11	15	10%	-0.25	-0.23	-0.41	0.18	12%	2.6	2.6	8.6	0.5	1063
CSc1sc(-c2nnc(SCC(=O)Nc3ccc(Cl)cc3)n2C)c2c1C=CCC2	.	.	-0.85	1407	i	.	.	.	0.052	-0.24	-0.0014	0.0033	.	.	.	.	-2.3	1147
Cn1cc(S(=O)(=O)c2ccccc2)n(C)c1=O	i	12	0.54	1517	i	2	3	0%	-0.7	-0.28	-0.24	0.4	5%	2.2	1.4	5.0	0.3	1539
c1ccc(Nc2nnc(-c3cccc4ccccc34)o2)cc1	.	.	-0.7	1160	i	.	.	.	-0.33	-0.22	-0.22	0.31	.	.	.	.	-1.5	1336
COC(=O)c1ccc(NC(=O)CN2C(=O)C3C4C=CC(C4)C3C2=O)cc1 (stereo unspecified)	i	-5	0.84	771	i	-4	0	2%	1.2	-0.14	0.26	0.009	6%	1.3	0.9	10	.	.
Cc1nc2ccccc2nc1OCc1cccc(Cl)c1	i	26	-0.07	1451	i	5	0	4%	1.1	-0.18	0.69	-0.3	8%	5.5	2.1	3.2	1.5	1172
CCC(=O)NC(c1cccc([N+](=O)[O-])c1)c1c(OC(C)=O)ccc2ccccc12 (stereo unspecified)	i	-7	-0.45	1005	i	-2	-14	4%	0.38	-0.036	0.14	0.0063	-2%	2.1	1.3	3.8	-0.6	1256
CC(=O)c1nc(N2C(=O)CC(Cc3cc(C)cc(C)c3)C2=O)sc1C (stereo unspecified)	+	-23*	-0.25	1515	i	1	-3	-9%	0.15	-0.15	0.36	-0.74	3%	1.7	2.5	7.4	-1.3	1057
C=CCNc1cc(C)oc(=O)c1C(=O)CC	i	18	1.2	1309	i	6	0	7%	-0.76	-0.24	-0.21	1.1	9%	5.0	2.1	6.9	0.9	1157
NS(=O)(=O)c1ccc(O)c(N2C(=O)c3cccc4c(C(=O)c5ccccc5)ccc(c34)C2=O)c1	i	40	.	.	i	7	12	17%	-0.35	-0.26	-0.21	1	18%	2.1	2.0	11	-1.1	1119
C(=N\Nc1ccc2ccccc2n1)/c1ccc2c(c1)OCCO2	i	1	0.07	1225	i	32	14	2%	1.4	-0.17	1.2	-1.7	9%	2.5	2.0	7.2	-2.9	1094
COc1cccc(OCCn2cc(C(=O)c3ccco3)c3ccccc32)c1	i	-2	-1.2	846	i	42	35	-4%	-0.08	-0.21	0.035	-0.81	1%	1.3	1.2	5.6	0.3	1062
O=C(NCC1CCCO1)c1ccc(CS(=O)(=O)c2c(Cl)cccc2Cl)o1 (stereo unspecified)	i	1	?	.	i	1	7	5%	-1.5	-0.2	-0.92	0.45	-13%	6.1	2.1	4.7	.	.
CNc1oc(-c2ccccc2)nc1C#N	i	-4	0.96	1216	i	1	-11	10%	1.3	-0.2	1.1	-0.024	13%	1.7	1.8	1.5	1.3	802
COc1ccc(C(=O)O)cc1NC(=S)NC(=O)c1ccc(-c2ccc(Cl)cc2)o1	i	3	-0.59	1141	i	-2	-1	-3%	0.009	-0.31	0.05	0.43	4%	5.7	3.8	4.2	0.9	1059
CCC(C)(C(=O)NC1CCCCC1)N(Cc1cccs1)C(=O)CC1NC(=O)NC1=O (stereo unspecified)	i	16	-0.09	1409	i	-2	-13	2%	1.5	0.2	2.4	-2	8%	2.1	2.2	9.7	-3.3	1055
COc1cccc(N2C(=O)C(Cc3c[nH]c4ccccc34)NC2=S)c1 (stereo unspecified)	i	19	1.1	1221	i	-10	6	-6%	0.57	-0.24	0.38	0.24	-21%	2.2	2.0	0.9	-1.0	609
COc1cc(/C=C2\SC(=S)N(CC(=O)Nc3ccccn3)C2=O)cc(OC)c1OC	i	-5	-0.11	1453	i	-6	3	17%	-0.1	-0.11	-0.26	0.36	20%	7.2	5.5	6.7	6.0	1039
COc1ccc(CCNC(=O)COC(=O)/C=C/c2ccc(OCC#N)c(OC)c2)cc1OC	i	5	-0.34	1436	i	-6	-17	-2%	-1.1	-0.23	-0.71	0.66	-6%	2.0	3.9	8.8	-0.4	1000
c1ccc(OCc2noc(CN3CC[C@@H]4CCCC[C@H]4C3)n2)cc1	i	-2	0	1520	i	15	7	9%	-0.37	-0.33	-0.13	0.6	11%	2.2	1.3	8.7	0.8	1486
Cc1nc(N2CCCC2C(=O)O)c2oc3ccccc3c2n1 (stereo unspecified)	i	19	0.21	950	i	14	9	-2%	0.16	-0.25	-0.35	0.67	-2%	3.0	1.7	9.9	-0.3	1133
COc1ccc(-c2nc(C(N)=O)c3[nH]c(=O)n(-c4cccc(C)c4)c3n2)c(OC)c1	i	10	-1	1232	i	7	2	6%	0.81	-0.16	0.77	-0.013	6%	5.3	2.3	2.3	0.9	1137
CCOc1ncccc1C(=O)Nc1ccc(S(=O)(=O)NC2=NCCCCC2)cc1	i	4	-0.61	1135	i	2	4	0%	1	-0.22	0.66	-0.23	-10%	6.1	2.9	6.6	-1.5	1038
CC1(C)Cc2nc(Cl)c(C(N)=O)cc2CO1	.	.	-0.62	1377	i	.	.	.	1.2	-0.22	0.16	-0.0057	.	.	.	.	0.5	1198
Cc1ccc(-c2cc(C(F)(F)F)nc(SCC(=O)c3cccc([N+](=O)[O-])c3)n2)cc1	i	-20	-0.1	1437	i	-10	-14	4%	1.8	-0.15	0.25	-0.36	8%	2.5	2.2	9.4	0.3	1344
Cc1nc2ccccc2c(=O)n1NS(C)(=O)=O	i	10	1	1091	i	-10	-3	-22%	-0.24	-0.26	-0.15	0.11	-17%	1.4	2.3	24	-0.4	1186
O=S(=O)(c1cccc(-c2n[nH]c(=S)n2Cc2ccccc2)c1)N1CCOCC1	.	.	-0.27	1114	i	.	.	.	0.15	-0.13	-0.027	-1.3	.	.	.	.	0.8	1362

Reformatted: 3 of the compounds above.
> O=S(=O)(c1cccc(-c2n[nH]c(=S)n2Cc2ccccc2)c1)N1CCOCC1
  Autophagy HCS = .
  Autophagy HCS cell loss 18 h = .
  Ins promoter up = -0.27
  Ins promoter up cell count = 1114
  Yfh1-off respiration = i
  WT yeast gro inh = .
  WT yeast gro inh mutant strain = .
  human PMI inhibitors = .
  Dynein cargo inh = 0.15
  Dynein cargo inh cytoplasmic EGFP = -0.13
  Dynein cargo inh nuclear GR-EGFP = -0.027
  Dynein cargo inh cell count = -1.3
  PMI inhibitors = .
  MT stabilizer = .
  MT stabilizer Hoechst-high % = .
  MT stabilizer cytotoxicity % = .
  b-catenin transl = 0.8
  b-catenin transl cell count 5 µM = 1362
> COc1ccc(CCNC(=O)COC(=O)/C=C/c2ccc(OCC#N)c(OC)c2)cc1OC
  Autophagy HCS = i
  Autophagy HCS cell loss 18 h = 5
  Ins promoter up = -0.34
  Ins promoter up cell count = 1436
  Yfh1-off respiration = i
  WT yeast gro inh = -6
  WT yeast gro inh mutant strain = -17
  human PMI inhibitors = -2%
  Dynein cargo inh = -1.1
  Dynein cargo inh cytoplasmic EGFP = -0.23
  Dynein cargo inh nuclear GR-EGFP = -0.71
  Dynein cargo inh cell count = 0.66
  PMI inhibitors = -6%
  MT stabilizer = 2.0
  MT stabilizer Hoechst-high % = 3.9
  MT stabilizer cytotoxicity % = 8.8
  b-catenin transl = -0.4
  b-catenin transl cell count 5 µM = 1000
> c1ccc(OCc2noc(CN3CC[C@@H]4CCCC[C@H]4C3)n2)cc1
  Autophagy HCS = i
  Autophagy HCS cell loss 18 h = -2
  Ins promoter up = 0
  Ins promoter up cell count = 1520
  Yfh1-off respiration = i
  WT yeast gro inh = 15
  WT yeast gro inh mutant strain = 7
  human PMI inhibitors = 9%
  Dynein cargo inh = -0.37
  Dynein cargo inh cytoplasmic EGFP = -0.33
  Dynein cargo inh nuclear GR-EGFP = -0.13
  Dynein cargo inh cell count = 0.6
  PMI inhibitors = 11%
  MT stabilizer = 2.2
  MT stabilizer Hoechst-high % = 1.3
  MT stabilizer cytotoxicity % = 8.7
  b-catenin transl = 0.8
  b-catenin transl cell count 5 µM = 1486
